# High-throughput results as filed in PubChem BioAssay.
# mcGAS RapidFire – inhibitors of mouse cGAS; inhibition, % at 12.5 µM; Q8C6L5; AID 1259397; 130,000 compounds, 0.18% hits; recombinant mouse cGAS, cGAMP by RapidFire MS;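 active means inhibition of cGAS enzyme activity at or above 60%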;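 further: enzyme stimulated by 45 bp dsDNA with ATP and GTP substrates; cGAMP share of summed cGAMP plus half ATP and half GTP signals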
# Target sequence (Q8C6L5 whole entry, looked up): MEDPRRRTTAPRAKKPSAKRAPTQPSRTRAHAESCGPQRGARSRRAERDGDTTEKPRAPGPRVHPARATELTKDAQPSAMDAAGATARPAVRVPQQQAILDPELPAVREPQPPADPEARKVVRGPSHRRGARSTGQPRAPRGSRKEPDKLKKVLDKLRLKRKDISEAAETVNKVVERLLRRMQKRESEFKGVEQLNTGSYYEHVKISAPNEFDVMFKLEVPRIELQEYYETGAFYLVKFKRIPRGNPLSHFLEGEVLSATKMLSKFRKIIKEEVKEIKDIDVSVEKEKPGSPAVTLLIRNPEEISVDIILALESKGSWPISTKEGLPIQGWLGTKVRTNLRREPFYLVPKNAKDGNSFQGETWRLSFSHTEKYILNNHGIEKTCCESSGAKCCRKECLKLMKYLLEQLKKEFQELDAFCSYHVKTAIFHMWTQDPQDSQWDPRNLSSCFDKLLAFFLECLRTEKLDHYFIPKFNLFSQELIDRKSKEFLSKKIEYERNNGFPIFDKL
# * = called active by the depositor; & = joins results of further samples. Not all compounds are listed (hit frequency here may not be typical).
SMILES,mcGAS RapidFire
COC(=O)C1=C(OC)C(=O)OC12C=CC(=O)C=C2,-3.9
Nc1nc(C2CC2)c(Cc2ccc(F)cc2)s1,-0.5
NC(=O)NC1NC(=O)NC1=O (configuration not stated),-8.3
CCOC(=O)C1(Cc2cccc(Cl)c2)CCCN(C(=O)CN2CCOC2=O)C1 (configuration not stated),-7.0
Cc1cc(CSc2nc(=O)ccn2C(C)C)c2ccccc2n1,-5.1
CCCn1cnnc1CNC(=O)COc1c(C)ccc(C)c1C,-5.3
Cc1nc(CCN(C)C(=O)c2cccc(NCc3ccc(C)s3)c2)no1,-5.4
CC(CNC(=O)c1cn(CCN(C)C)nn1)N1CCN(c2ccccc2)CC1 (configuration not stated),-10.3
CC(=O)Nc1ccc(NC(=O)C2CCN(c3cccc(Br)c3)C2=O)cc1 (configuration not stated),9.2
Cc1nn(C)c2sc(C(=O)N3CCc4c(cnn4-c4ccc(Cl)cc4Cl)C3)cc12,-4.3
CC(C)N1CCN(C(=O)c2c3c(nc4ccccc24)-c2ccccc2CC3)CC1,-4.0
CCC(C)N(Cc1ccccc1)C(=O)CCNC(=O)c1cccc(C)c1 (configuration not stated),-5.4
COc1cc(-c2nc(CN(C)C(C)c3nc(C)cs3)c(C)o2)cc2c1OCO2 (configuration not stated),4.7
Cc1nn(C)c(C)c1CCC(=O)Nc1cnc2ccccc2n1,-4.2
CN(Cc1cc(=O)n2c([nH]c3ccccc32)c1C#N)c1ccccc1,11.6

# Next part (two carried over from the part before).
SMILES,mcGAS RapidFire
Cc1nn(C)c(C)c1CCC(=O)Nc1cnc2ccccc2n1,-4.2
CN(Cc1cc(=O)n2c([nH]c3ccccc32)c1C#N)c1ccccc1,11.6
CC1=C(C/C=C(\C)CCC[C@H](C)CCC[C@H](C)CCCC(C)C)C(=O)c2ccccc2C1=O,-0.7
CN(C(=O)Nc1ccc(C2CC2)nn1)C1CCCCCCC1,-9.4
O=C(Nc1ccc2c(c1)OCO2)c1ccc(S(=O)(=O)N2CCCCC2)cc1,-3.8
CCC(C)NCC(=O)N(Cc1ccccc1)Cc1sccc1C (configuration not stated),-3.5
COC(=O)c1ccc(N2C(=O)C(C)Oc3cc(Cl)ccc32)cc1 (configuration not stated),2.4
COc1c(Br)cc(F)cc1NC(=O)c1cc(C)oc1C,-8.2
COc1ccc(C(=O)N2CCCC(CNC(=O)C3(c4ccc(Cl)cc4)CC3)C2)cc1F (configuration not stated),-3.5
O=C(O)CC1CNCCN(C(=O)Cc2c(Cl)cccc2Cl)C1 (configuration not stated),-7.6
O=C(N=C1N=C2C=CC(Br)=CN2Cc2ccccc21)c1cc2ccccc2oc1=O,43.1
CCCc1ccc(C2(C)NC(=O)N(CC(=O)N(C)C)C2=O)cc1 (configuration not stated),-2.6
CC(=O)N1CCN(C(=O)c2cnc(-c3ccccc3Cl)s2)CC1,-3.8
CN(Cc1nc(-c2ccncc2)no1)C(=O)[C@H]1CCCO1,-14.5
CCC(C)n1c(C)cn2c3c(=O)n(C(C)C(C)=O)c(=O)n(C)c3nc12 (configuration not stated),-4.2
COc1cn(C)c(C(=O)Nc2cccc(SC)c2)cc1=O,-7.1
CN1CCCNC(=O)C12CCN(Cc1ccc(S(C)(=O)=O)cc1)CC2,-1.9
Cc1c(C)c2c(c(C)c1O)CCC(C)(C(=O)N1CCC(O)(CO)CC1)O2 (configuration not stated),-2.4
NCC[C@H](O)C(=O)N[C@@H]1C[C@H](N)[C@@H](O[C@H]2O[C@H](CN)[C@@H](O)[C@H](O)[C@H]2O)[C@H](O)[C@H]1O[C@H]1O[C@H](CO)[C@@H](O)[C@H](N)[C@H]1O,-3.5
CC(C)(C)C(NCN1C(=O)C2CCC1C2)c1cccs1 (configuration not stated),-11.2
CSc1ccc(C(c2c(O)cc(C)n(Cc3ccccc3)c2=O)N2CCN(C)CC2)cc1 (configuration not stated),8.7
CCN(CC)CCOc1ccccc1OC,-0.8
CC(C)(C)n1ncc2c1CCN(Cc1ccccc1F)C2,-4.0
COc1cc(C(=O)Nc2ccc3c(c2)N(S(C)(=O)=O)CCC3)c([N+](=O)[O-])cc1OC,-10.6
c1cncc(NCCCNC2CCc3ccccc3C2)c1 (configuration not stated),-7.8
Cc1nc(C(=O)N2CC(C(N)=O)CCC2C(F)(F)F)nn1-c1ccccc1C(C)C (configuration not stated),4.9
Cc1cccc(Cn2nccc2NC(=O)CSc2cc(F)ccc2F)c1,-13.9
CC1CCN(C(=O)N2CCN(S(=O)(=O)N(C)C)CC2)CC1,-11.3
CCC(C(=O)NCc1cc(F)cc2c(C)c(C)[nH]c12)n1cccn1 (configuration not stated),-0.4
Cc1ccc(S(=O)(=O)NC(=O)C2(C)CCN2C(=O)Cc2cccs2)nc1 (configuration not stated),-18.5
CN(C)c1ccc(CNC(=O)c2ccc3c(c2)CCCC3)cc1,-2.8
CC(C)c1nc(CN(C)C(=O)c2ccccc2C2CCNC2)cs1 (configuration not stated),-11.0
COCCCn1c(C)c(C)n2c3c(=O)n(CC(N)=O)c(=O)n(C)c3nc12,-0.3
Cc1nc(C(=O)N(C)CCc2nc3c(C)cccc3[nH]2)cs1,-6.6
COc1cc(C)c(-n2cnc3ccccc32)cc1C,59.9
CCCNC(=O)c1c(C)nn(Cc2ccccc2)c1Cl,-11.6
COc1ccc(/C=C/C(=O)c2ccc(O)cc2O)cc1,-2.7
CCn1nnc2c(SCc3cc(OC)cc(OC)c3)ncnc21,-5.4
CC1ON=C(c2ccc(CN3CCOCC3)cc2)N(Cc2ccc(S(C)(=O)=O)cc2)C1=O (configuration not stated),-6.0
Cc1ccccc1C(=O)Nc1c2c(nn1-c1ccccc1C)CS(=O)(=O)C2,-6.3
Nc1nc(Sc2ccnc3cc(C(F)(F)F)ccc23)n[nH]1,-2.1
Cn1c(COc2ccccc2O)[n+](C)c2ccccc21,23.4
CC(C)c1cc(N2CCN(C(=O)c3ccco3)CC2)n2c(nc3ccccc32)c1C#N,-0.9
Cn1nnnc1SC1CCCc2ccccc2C1=O (configuration not stated),-5.8
S=c1[nH]nc(-c2cccs2)o1,11.4
Cc1cc(NC(=O)C2CCN(C(=O)C(C)Sc3ccccc3Cl)CC2)no1 (configuration not stated),-11.9
Cc1nn2cc(CCn3cnnc3)nc2s1,-19.0
O=C(CN1CCN(C(=O)c2ccc3c4c(cccc24)CC3)CC1)N1CCCC1,-24.5
C=CCn1c(N(C)Cc2ccccc2)nc2c1c(=O)n(C)c(=O)n2C,-0.1
Cc1csc(NC(=O)Cn2nc(C)cc2C(=O)N2CCOCC2)n1,-0.5
CCN1CCN(C(c2ccc(F)cc2)c2c(O)cc(C)n(Cc3ccc(OC)cc3)c2=O)CC1 (configuration not stated),-4.2
CC(C)c1ccc(NC2CCCN(C(=O)CCN3CCCCC3=O)C2)cc1 (configuration not stated),0.8
O=S(=O)(c1ccc(Cl)c(Cl)c1)N1CCNCC1,-6.0
COc1ccc(Nc2nc(N(C)C)nc3[nH]ncc23)cc1,-5.9
O=C(c1ccc([N+](=O)[O-])cc1Cl)N1CCN(C(=O)c2ccc([N+](=O)[O-])cc2Cl)CC1,-4.4
Cc1cccc(CN2CCN(c3ccc(-c4ccccc4)cc3)C(=O)C2C)c1 (configuration not stated),-2.8
Cc1nnc2n1CCCCC2,-9.7
C/C(C=NN1CCOCC1)=C/c1ccccc1,17.4
C=CCn1c(=O)c2c(OCCC)ccnc2n(C)c1=O,-1.6
NC(=O)CCS(=O)(=O)CCN1CCN(Cc2ccc(Cl)s2)CC1,-9.1
CC(C)CCSCC(=O)NCc1ccc(C(=O)N2CCN(C)CC2)cc1,-5.3
CN(Cc1ccccc1)C1CCCc2c1cnn2C (configuration not stated),-7.0

# Next part
SMILES,mcGAS RapidFire
CN(Cc1cc(-c2ccccc2)no1)CC1CCOC1 (configuration not stated),-7.4
O=C(C1CCCCC1)N1CC(=O)N2CCc3ccccc3C2C1 (configuration not stated),-2.0&-1.0
Nc1cc(S(=O)(=O)N2CCCC2)ccc1O,-5.9
O=C(CNC(=O)C1CCCCC1)Nc1nc(CC23CC4CC(CC(C4)C2)C3)cs1,-5.8
Cc1noc(C)c1C(=O)OC(C)C(=O)NC1CCCC1 (configuration not stated),-4.9
CCCN1CCCc2cc(CCNS(=O)(=O)Cc3cccc(C)c3)ccc21,-1.9
CC1CCC(NC(=O)c2c(C(F)(F)F)n[nH]c2C(F)(F)F)CC1 (configuration not stated),-0.2
CCn1ncnc1CN1CCN(c2cc(C)nc3ccccc23)CC1,-28.3
COc1ccc(NC(=O)c2ccc(-c3cccc4c3CCNC4)o2)cc1,-8.3
FC(F)(F)c1cccc(N2CCC(N=Cc3ccc(Br)cc3)=N2)c1,-26.0
CCc1ccccc1NS(=O)(=O)c1ccc2c(c1)CC(C)N2C(C)=O (configuration not stated),-12.3
COc1c(F)ccc(C(=O)N(C)C2Cc3ccccc3C2)c1F,-16.9
C/C=C/CSC(C)C(=O)NC1CCCC1 (configuration not stated),6.0
COC(=O)c1sccc1NS(=O)(=O)c1ccc([N+](=O)[O-])cc1,-4.8
CC(=O)N1N=C(c2ccco2)CC1c1ccc(Br)cc1 (configuration not stated),-4.2
Cc1c(C)n2c3c(=O)n(CCN4CCOCC4)c(=O)n(C)c3nc2n1C,-2.7
COc1ccc(OC)c(NC(=O)CSc2nc3c(cnn3CCO)c(=O)[nH]2)c1,-22.7
Cc1cc(C=NNC(=O)CC23CC4CC(CC(C4)C2)C3)c(C)n1C1CC1,-11.5
CCN(C)C(=O)c1ccc(-c2cc(O)cc(CCC3CCCCN3)c2)nc1 (configuration not stated),-10.7
CCn1nnc(-c2ccc(O)c(N)c2)n1,-20.2
CC(=O)c1c(C)[nH]c(C(=O)C(C)Sc2nnnn2C2CCCC2)c1C (configuration not stated),-9.4
CCN(Cc1nc(COC)no1)C(=O)c1ccc2nc(C)[nH]c2c1,-10.6
Cc1cc(C)nc(NC2=NCC(=O)N2c2ccc(C)c(Cl)c2)n1,4.6
Cc1ccc(-c2nc3oc4ccccc4c(=O)c3c(=O)n2-c2ccccc2)cc1,-10.1
Cc1sc(NC(=O)C2CC2)c(C(=O)N2CCc3ccccc32)c1C,-9.9
N#Cc1ccc[n+](CC(=O)c2ccc(Br)cc2)c1,-10.3
CC(C)Cn1c(N)c(C(=O)CSc2nnnn2C)c(=O)n(C)c1=O,-4.7
CCN(CC)C(=O)[C@@H]1C[C@@H](N)CN1S(=O)(=O)c1cccnc1,-9.0
CCCN(C(=O)CC1CCC(=O)N1)C1CCCC1 (configuration not stated),-7.0
COc1cccc(-n2c(-c3snnc3-c3ccccc3)n[nH]c2=S)c1,10.6
Brc1ccc2c(c1)C1CC(c3ccccc3)=NN1C(c1cccnc1)O2 (configuration not stated),4.3
COc1cccc(CNC(=O)NCCN2CCCCC2C)c1O (configuration not stated),-9.2
OCC1(CO)COC2(CCN(Cc3ccccc3)CC2)N1,-2.0
Cc1cccc(C(=O)NCC(=O)Nc2ccc(-n3cccn3)cc2)n1,6.1
COCCC1CN(Cc2cccc(OC)c2O)CCO1 (configuration not stated),-15.3
COCCNC(=O)CSc1nc2sc(C)c(C)c2c(=O)n1C1CCCC1,9.8
NS(=O)(=O)CCN1CCN(C(=O)c2ccc(S(=O)(=O)C(F)F)cc2)CC1,-0.3
Fc1ccccc1CNCc1c(-c2ccccc2)noc1N1CCOCC1,-4.8
COc1ccccc1-c1ccc(C#N)c(SCc2ccncc2)n1,-5.8
CCN(CC(=O)Nc1ccc(Br)cc1)S(=O)(=O)/C=C/c1ccccc1,21.6
Cc1cccc(CN(C(=O)c2sc(C)nc2C)C(C)C)c1,-18.1
Cc1ccc(NC(=O)c2cn(C)c3c(=O)n(-c4ccccc4)c(=O)[nH]c23)c(C)c1,-21.3
O=C(O)C(=O)C=Cc1cccs1,-6.0
COc1ccc(N2C(=O)CSC2c2ccccn2)c(OC)c1 (configuration not stated),-6.8
Cc1nn(CC(=O)N2CCCCC2C)c(C)c1[N+](=O)[O-] (configuration not stated),-7.3
Cc1cnc2n(c1=O)C(CC(=O)N1CCN(c3ccc(F)cc3)CC1)CS2 (configuration not stated),-8.5
CC(=O)N1CCC(Oc2ccc(Cl)cc2C(=O)NCc2ccccc2F)CC1,-6.9
CCCN(CCC)C(=O)Cc1csc2nc(C)c(-c3cc(C)n(-c4cccc(F)c4)n3)c(=O)n12,-5.0
COCCNC(=O)Cn1c(CO)cnc1SCc1cccc(Cl)c1,-8.7
CN(Cc1cc2n(n1)CCNC2)Cc1noc(C2CCC2)n1,-16.4
CC1(C)COC(O)(C(F)(F)F)CC1=O (configuration not stated),-52.9
Cc1cc(O)c(C(c2ccccc2)N2CCN(c3ccc(F)cc3)CC2)c(=O)n1Cc1ccccn1 (configuration not stated),-10.4
C#CCNC(=O)NC1(C(=O)NC2CCCC2)CCc2ccccc21 (configuration not stated),-13.2
CN(C)CCNc1nc(Nc2ccccc2)c2nccnc2n1,-7.9
Cc1nn(C)c(C)c1S(=O)(=O)N1CCCC(C(=O)c2cccc(Cl)c2)C1 (configuration not stated),-7.8
CCOC(=O)c1ccc(OCC(O)CN2C(=O)c3ccccc3C2=O)cc1 (configuration not stated),-3.6
CC1(C(=O)NS(=O)(=O)c2ccc(F)cc2F)CCN1C(=O)CC1CCCCC1 (configuration not stated),-9.6

# Molecules above containing a thiophene ring, fused or not:
SMILES,mcGAS RapidFire
Cc1nc(CCN(C)C(=O)c2cccc(NCc3ccc(C)s3)c2)no1,-5.4
Cc1nn(C)c2sc(C(=O)N3CCc4c(cnn4-c4ccc(Cl)cc4Cl)C3)cc12,-4.3
CCC(C)NCC(=O)N(Cc1ccccc1)Cc1sccc1C (configuration not stated),-3.5
CC(C)(C)C(NCN1C(=O)C2CCC1C2)c1cccs1 (configuration not stated),-11.2
Cc1ccc(S(=O)(=O)NC(=O)C2(C)CCN2C(=O)Cc2cccs2)nc1 (configuration not stated),-18.5
S=c1[nH]nc(-c2cccs2)o1,11.4
NC(=O)CCS(=O)(=O)CCN1CCN(Cc2ccc(Cl)s2)CC1,-9.1
COC(=O)c1sccc1NS(=O)(=O)c1ccc([N+](=O)[O-])cc1,-4.8
Cc1sc(NC(=O)C2CC2)c(C(=O)N2CCc3ccccc32)c1C,-9.9
COCCNC(=O)CSc1nc2sc(C)c(C)c2c(=O)n1C1CCCC1,9.8
O=C(O)C(=O)C=Cc1cccs1,-6.0
